# HCV core dimer = inhibitors of HCV core protein dimerization, primary screen, biochemical, TR-FRET, high-throughput; TR-FRET GST/Flag-core106 dimerization, 1536-well; inhibition, % at 5 µM; actives 0.33% (n = 300,000); AID 1899, 2009;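 active = inhibition above the mean of all tested compounds plus 3 SD, set per screening campaign, cut at about 45% in these data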
#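 Material: Tagged HCV core106 pair (GST and Flag) | Amount: GST-core106 13.5 nM, Flag-core106 17 nM | Medium: KF-containing HEPES buffer, pH 7.45, DTT, CHAPS, BSA | Reagent: Eu donor and XL665 acceptor anti-tag antibodies | Schedule: 4 h at 22.5 °C | Technique: Time-resolved FRET, ex 340 nm, em 617 and 671 nm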
# EBNA-1 inhibitor = EBNA-1 DNA-binding inhibitors, primary screen, biochemical, fluorescence polarization; inhibition, % at 14.8 µM; actives 0.34% (n = 300,000); in the data active = inhibition above about 28%
# PP1 inh = PP1-alpha phosphatase inhibitors, primary screen, counter-screen for PP5 inhibitor project, biochemical, fluorescence, OMFP substrate, single point; actives 0.9% (n = 320,000); AID 2235, 2010; purified PP1alpha; Serine/threonine-protein phosphatase PP1-alpha catalytic subunit (Homo sapiens), P62136; inhibition, % at 6.7 µM;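 active = inhibition above the mean inhibition of all tested compounds plus 3 SD, computed separately for each screening campaign, cut at about 15% in these data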
# Target sequence (P62136 whole entry, looked up): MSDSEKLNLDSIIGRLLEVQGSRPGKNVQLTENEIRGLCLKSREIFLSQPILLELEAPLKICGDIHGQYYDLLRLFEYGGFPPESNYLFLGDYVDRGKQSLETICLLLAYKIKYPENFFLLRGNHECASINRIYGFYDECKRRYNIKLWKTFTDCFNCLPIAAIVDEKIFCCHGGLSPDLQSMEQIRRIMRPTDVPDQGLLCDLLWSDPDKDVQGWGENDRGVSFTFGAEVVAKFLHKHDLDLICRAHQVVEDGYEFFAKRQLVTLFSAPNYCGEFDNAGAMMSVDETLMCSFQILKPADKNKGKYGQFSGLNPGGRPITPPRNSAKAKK
# Efflux pump mplx = inhibitors of Candida efflux pumps in yeast, primary screen, S. cerevisiae, Nile Red, multiplex; S. cerevisiae Candida pump triplex; actives 0.44% (n = 330,000); inhibition, % at 10 µM;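 active = plate passing quality check with inhibition over a set limit, or well fluorescence over plate mean plus 4 SD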;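 note: Nile Red retained in pooled yeast measured as flow cytometry median fluorescence; 0% = buffer negative control and 100% = Enniatin B positive control; higher means more Nile Red kept so more efflux inhibition; some compounds called inactive have numbers as strong as hits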
# CTSL1 counter = Fasciola hepatica cathepsin L1 inhibitors, primary screen, counter-screen for PFM18AAP inhibitor project, biochemical, QFRET, fluorogenic peptide substrate; recombinant F. hepatica cathepsin L1, Z-Leu-Arg-MCA fluorescence; inhibition, % at 5.96 µM; actives 0.49% (n = 300,000); AID 1906, 2009;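 active = inhibition above the mean of all tested compounds plus 3 SD, set per screening campaign, cut at about 17% in these data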;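 note: 0% = plate median of test compound wells and 100% = 1 µM Z-Phe-Ala-diazomethylketone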
# ZTA DNA inh = blocks Epstein-Barr virus ZTA, an EBNA-1 counter-screen | P03206 | ZTA-DNA binding, fluorescence polarization | inhibition, % at 11 µM | actives 0.15% (n = 320,000); in the data active = inhibition above about 33%
# Target sequence (P03206 whole entry, looked up): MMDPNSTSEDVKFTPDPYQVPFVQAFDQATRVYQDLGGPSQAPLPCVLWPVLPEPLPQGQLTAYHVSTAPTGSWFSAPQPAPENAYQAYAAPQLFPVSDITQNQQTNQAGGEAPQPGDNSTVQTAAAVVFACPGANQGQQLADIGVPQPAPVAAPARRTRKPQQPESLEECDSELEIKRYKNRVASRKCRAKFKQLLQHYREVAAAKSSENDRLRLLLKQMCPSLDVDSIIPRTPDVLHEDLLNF
# PP5 primary = PP5 phosphatase inhibitors, primary screen, biochemical, fluorescence. actives 0.18% (n = 320,000). purified PP5c, OMFP substrate fluorescence. inhibition, % at 6.7 µM. Serine/threonine-protein phosphatase 5 (Homo sapiens), P53041;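 active = inhibition above the campaign's mean inhibition across all tested compounds plus 3 SD, cut at about 9.5% in these data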;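 note: 0% = DMSO only and 100% = 100 µM cantharidin control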
# Target sequence (P53041 whole entry, looked up): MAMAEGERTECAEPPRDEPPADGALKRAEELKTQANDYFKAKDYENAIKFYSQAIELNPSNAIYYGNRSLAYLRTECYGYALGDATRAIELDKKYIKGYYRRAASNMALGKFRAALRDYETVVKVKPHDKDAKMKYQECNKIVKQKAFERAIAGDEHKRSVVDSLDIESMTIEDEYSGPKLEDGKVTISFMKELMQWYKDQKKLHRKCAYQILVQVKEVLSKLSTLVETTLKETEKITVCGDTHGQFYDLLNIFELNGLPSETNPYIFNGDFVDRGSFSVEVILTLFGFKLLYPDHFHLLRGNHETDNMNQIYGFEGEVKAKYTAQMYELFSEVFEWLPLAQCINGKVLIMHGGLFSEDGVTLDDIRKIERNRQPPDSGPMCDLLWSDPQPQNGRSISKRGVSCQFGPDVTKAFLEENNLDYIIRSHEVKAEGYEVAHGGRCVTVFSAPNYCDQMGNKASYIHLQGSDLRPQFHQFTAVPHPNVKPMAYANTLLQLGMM
# TPT1 inh = Candida albicans TPT1 enzyme inhibitors, primary screen, biochemical, fluorescence polarization | tRNA 2'-phosphotransferase TPT1 (Candida albicans SC5314) | recombinant caTPT1, FP RNA substrate dephosphorylation | inhibition, % at 5 µM | actives 0.81% (n = 300,000) | AID 1962, 2009;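 active = inhibition above the mean of all tested compounds plus 3 SD, set per screening campaign, cut at about 24% in these data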;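 note: plate controls were DMSO alone for no effect and ferristatin control at 100 nM for full effect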
# PREPL inhibitor = PREPL enzyme inhibitors, primary screen, biochemical, fluorescence polarization. Prolyl endopeptidase-like (Homo sapiens), Q4J6C6. recombinant PREPL, fluorescence polarization activity-based probe. inhibition, % at 5.96 µM. actives 0.68% (n = 320,000); in the data active = inhibition above about 43%;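 note: 0% = enzyme with DMSO and 100% = wells lacking enzyme; many of its hits are not listed in these tables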
# Active calls of the source: *; . = no result given; & = joins results of further samples. The list is partial. The share of hits here may be higher or lower than overall.
SMILES,HCV core dimer,EBNA-1 inhibitor,PP1 inh,Efflux pump mplx,CTSL1 counter,ZTA DNA inh,PP5 primary,TPT1 inh,PREPL inhibitor
CCOCCCn1c(=S)[nH]c2cc(C(=O)NCCc3ccccc3)ccc2c1=O,11.7,6.6,-3.5,-0.1,-5.3,-8.7,-0.9,-2.5,0.2
O=C(NCCCN1CCOCC1)c1ccc(CNS(=O)(=O)c2ccc(F)cc2)cc1,-5.1,6.2,-3.7,0.4,-2.4,3.6,4.5,-0.2,15.6
Cc1ccc(CNC(=O)CSc2nc3ccsc3c(=O)n2Cc2ccccn2)cc1,-1.8,-6.2,-1.5,0.1,2.5,-3.7,-1.0,1.2,-12.6
COc1ccccc1CN1C[C@@H]2C[C@@H](c3cccc(C)c3)N3CCC[C@@]23C1=O,7.2,-1.3,-4.1,0.1,-0.9,4.4,-1.7,5.0,2.3
Oc1oc(-c2ccccc2)nc1/C=N/c1nccs1,-0.5,-2.2,-1.2,0.0,45.0*,-9.4,3.6,1.3,-2.1
Cc1cc(C)c2nc(SCC(=O)Nc3ccccc3N3CCOCC3)c(C#N)cc2c1,3.6,5.0,-4.6,-0.1,1.1,-25.4,2.3,-0.3,13.2
COc1ccc(C(=O)NCCSCc2ccco2)cc1OC,-1.5,3.5,-2.6,0.0,1.2,-0.2,0.4,3.1,5.1
CC1CCN(C(=O)c2cc3nc(-c4ccccc4)cc(-c4ccccc4)n3n2)CC1,10.7,-8.7,-5.2,0.0,0.2,-0.7,2.8,0.7,-0.9
O=C(COc1ccc(Cl)cc1)NNC(=O)c1ccccn1,0.9,-5.6,-4.1,0.0,-1.1,-1.1,-1.2,0.7,-8.1
COc1ccnc(CSC(N)=Nc2ccc(F)cc2)c1,-0.7,-5.4,1.1,0.0,-0.1,5.0,-0.1,0.7,-2.5
COc1ccc(OC)c(S(=O)(=O)Nc2c(F)cccc2F)c1,-0.6,-9.9,0.6,0.1,-1.8,12.6,-0.1,4.2,6.9
CN(CC(=O)Nc1ccc(N2CCOCC2)cc1)C(=O)c1ccc(O)c(Cl)c1,-0.7,5.7,-0.5,-0.1,2.2,-3.1,-0.4,-0.7,-2.4
C/C(=N\N1CCN(c2ccccc2)CC1)c1cccs1,-2.6,2.5,0.1,-0.1,0.8,-6.2,0.3,-2.1,5.2
CC1CCc2c(sc(NC(=O)C3CCCO3)c2C#N)C1 (stereo not drawn),-1.8,9.0,-2.5,0.0,0.5,-0.5,1.3,1.5,2.7
CC1(C)Oc2ccc3ccc(=O)oc3c2-c2cnoc21,-7.0,-0.6,-4.5,0.1,-2.8,11.7,2.2,2.1,-2.5
Cc1ccc2occ(C(c3nnnn3C3CCCC3)N3CCN(C(=O)c4ccco4)CC3)c(=O)c2c1 (stereo not drawn),7.4,-3.8,1.0,0.1,-1.9,3.7,3.5,-1.5,13.5
COc1ccc(CN2CCN(C(=O)C3CCC(CNS(=O)(=O)c4ccc(C)cc4)CC3)CC2)c(OC)c1OC (stereo not drawn),6.4,0.6,-2.9,0.1,3.4,6.8,-0.2,-0.8,8.9
CC(=O)C1C(c2ccc(F)cc2)c2c(noc2C)CC1(C)O (stereo not drawn),-2.5,-6.3,-3.3,0.0,0.8,3.2,0.1,2.3,6.2
COc1cc2c(cc1O)[C@@H]1Cc3cc(OC)c(OC)cc3C(C2)N1C,4.0,11.1,-4.1,-0.1,1.4,10.9,-1.1,0.3,-3.3
O=S1(=O)CCOC[C@H](CC2CCCCC2)N1Cc1ccccc1Br,-1.3,4.8,4.2,-0.1,2.9,-12.2,-0.3,-0.9,0.0
COc1ccc(CCNC(=O)COC(=O)C2CC2C)cc1 (stereo not drawn),.,.,0.2,-0.1,.,2.7,1.8,.,11.2
Cc1ccccc1-n1c(C)nnc1SCC(=O)NNC(=O)c1ccccc1,-9.5,-6.5,3.8,0.5,-10.6,1.9,0.9,4.6,1.3
COc1ccccc1N(C)S(=O)(=O)c1ccc(Cl)c(C(=O)NCC2(N(C)C)CCCCC2)c1,2.8,0.6,-5.9,-0.2,6.3,1.8,-0.6,-2.3,-63.1
COc1ccc(OC)c(C2C(C(=O)c3ccco3)=C(O)C(=O)N2CC2CCCO2)c1 (stereo not drawn),5.7,-7.0,0.3,0.0,-0.2,-4.0,1.9,0.8,-1.3
CC(=O)Nc1ccc(SC[C@H](CC(C)C)N2CCN(CCc3ccccc3)CCC2=O)cc1,-15.8,6.0,-3.1,0.3,-2.9,5.6,-0.3,0.6,-12.2
CCN(CC)S(=O)(=O)c1ccc(NC(=O)Cc2cccs2)cc1,29.8,-22.1,0.4,0.2,-3.0,9.0,-5.2,-2.5,7.7
CCC(c1nnnn1C(C)(C)C)N(Cc1cccs1)Cc1cc2cc(C)c(C)cc2n2nnnc12 (stereo not drawn),0.0,-5.2,0.1,0.7,19.1*,-14.9,0.3,-1.6,15.9
Cc1cc(=O)oc(C)c1C(=O)OCC(=O)c1ccc(Br)cc1,-1.1,-4.0,-0.8,0.1,-0.7,31.3,2.3,2.3,-2.3
O=C(Nc1cccc2ccccc12)c1cnsn1,-14.1,12.0,1.1,0.0,1.2,12.2,1.4,-1.6,-6.9
CCCN1CCc2c(sc(NC(=O)C3CCN(S(=O)(=O)c4cccs4)CC3)c2C(N)=O)C1,-1.6,1.6,-1.4,0.0,0.0,-12.8,3.2,1.9,6.1
Cc1noc(C)c1CSc1nnc2ccccn12,-7.8,6.8,2.5,0.2,-1.9,-7.8,8.3,-2.1,17.4
Cc1cc(NC(=O)c2ccc(N3C(=O)C4C5C=CC(C5)C4C3=O)cc2)no1 (stereo not drawn),-13.3,-1.2,-1.3,0.5,-4.2,-13.6,3.6,-2.0,9.7
COc1ccccc1N1CCN(S(=O)(=O)CCNC(=O)C2CCCCC2)CC1,0.6,-9.7,1.4,0.1,7.3,-15.4,-2.5,2.5,16.6
CCOC(=O)C1CCCN(c2c(C(=O)c3ccccc3)cnc3ccccc23)C1 (stereo not drawn),-0.3,1.7,0.7,0.5,1.9,-9.1,1.0,-4.4,2.5
Cn1c(=O)n(CC(=O)O)c(=O)c2c1nc1n2CCCN1CCc1ccccc1,-1.7,-3.6,-2.3,-0.2,1.8,-4.9,1.2,-2.3,38.0
Cn1c(=O)c2c(nc(Oc3cccc(Br)c3)n2C)n(C)c1=O,-1.3,10.0,2.0,-0.1,4.6,-14.5,0.1,-3.6,21.6
CC(NC(=O)COC(=O)c1ccco1)c1ccccc1 (stereo not drawn),1.1,2.9,-2.0,0.0,-5.9,3.4,-1.5,1.8,7.0
Cc1ccccc1CCNC(=O)Cn1nc(C)c2c(C)n(-c3ccccc3)nc2c1=O,31.2,-8.8,10.8,0.5,2.4,-17.0,2.9,-3.6,7.0
COc1ccc(CONS(=O)(=O)c2ccc(NC(C)=O)cc2)cc1Cl,-3.0,16.8,-2.2,-0.2,-1.2,5.6,1.0,-2.2,-11.3
COc1ccc(N(CC(=O)N/N=C(\C)CCc2ccccc2)S(=O)(=O)c2ccc(C)cc2)cc1,10.1,7.8,-2.7,0.0,2.1,14.1,-0.8,-3.5,-33.5
COc1ccc(OC)c(C2=NOC(C(=O)N3CCCc4ccccc43)C2)c1 (stereo not drawn),-0.9,-16.2,-1.1,0.0,2.8,-4.6,-4.5,-2.9,15.0
CS(=O)(=O)Cc1ccc(C(=O)NC(c2ccccc2)c2ccccc2)cc1,6.6,7.2,-4.1,-0.1,3.6,23.9,-0.1,0.7,0.6
COC(=O)Cc1csc(N)n1,-4.5&-1.6,-0.9&-8.6,2.5&-3.9,0.1&0.3,2.4&0.0,-1.0&-1.0,-0.6&-1.7,5.4&2.9,0.3&10.2
O=C(OCC(=O)N1CCOCC1)c1ccc2c(c1)OCCO2,-8.4,-3.7,0.8,0.0,-2.1,-3.4,0.0,-3.1,-5.8
Cc1ccc(S(=O)(=O)NN=C2C3CC4CC(C3)CC2C4)cc1[N+](=O)[O-],0.5,-5.0,2.2,-0.1,0.8,-2.4,1.3,-0.9,-3.3
Cn1cc([N+](=O)[O-])c(C(=O)N/N=C\c2c[nH]c3ccccc23)n1,-4.0,-1.7,-2.0,-0.1,4.6,-10.4,1.2,0.7,11.3
COc1cccc(CSCC(=O)NCCc2ccccc2)c1OC,2.6,14.1,-5.4,0.0,-0.5,16.6,10.4*,-0.8,-13.1
COCCn1c(-c2ccc(OC)cc2)cnc1SCC(=O)Nc1ccc(OC)cc1OC,-3.0,0.1,-0.2,-0.1,0.2,-5.2,0.8,-3.1,28.0
CCNC(=O)Cn1cnc2c1c(=O)n(C)c(=O)n2C,-6.1,6.7,-3.5,0.1,-4.1,0.9,0.3,-1.8,10.5
CC(C)c1ccc(NC(=O)c2cccnc2)cc1,0.0,0.8,-3.4,0.2,5.2,3.4,3.8,1.8,11.0

# Pulled by compound from the entries so far, 3 records:
SMILES,HCV core dimer,EBNA-1 inhibitor,PP1 inh,Efflux pump mplx,CTSL1 counter,ZTA DNA inh,PP5 primary,TPT1 inh,PREPL inhibitor
COc1ccc(OC)c(C2=NOC(C(=O)N3CCCc4ccccc43)C2)c1 (stereo not drawn),-0.9,-16.2,-1.1,0.0,2.8,-4.6,-4.5,-2.9,15.0
CCNC(=O)Cn1cnc2c1c(=O)n(C)c(=O)n2C,-6.1,6.7,-3.5,0.1,-4.1,0.9,0.3,-1.8,10.5
Cn1cc([N+](=O)[O-])c(C(=O)N/N=C\c2c[nH]c3ccccc23)n1,-4.0,-1.7,-2.0,-0.1,4.6,-10.4,1.2,0.7,11.3

# Next results follow.
SMILES,HCV core dimer,EBNA-1 inhibitor,PP1 inh,Efflux pump mplx,CTSL1 counter,ZTA DNA inh,PP5 primary,TPT1 inh,PREPL inhibitor
O=c1ccnc(Nc2ccc(Cl)cc2)[nH]1,-7.8,3.6,-3.2,-0.1,1.4,-5.5,-1.0,-2.2,30.9
Cc1ccc(/C=N/Nc2cccc(C(=O)O)c2)s1,-13.4,-5.1,5.1,0.0,4.2,-9.3,-0.3,2.4,-0.1
COc1cccc2cc3c(=O)n(-c4ccccc4)nc-3oc12,-2.9,-1.2,6.9,-0.2,-2.5,-16.8,1.4,-2.9,3.7
CCC(C(=O)OCn1nnc2ccccc2c1=O)c1ccccc1 (stereo not drawn),-0.8,-1.0,-0.4,0.0,3.3,-12.7,0.6,-3.1,-0.6
CN(C)c1nc(OCc2ccccc2)c2ncc(=O)[nH]c2n1,-4.6,4.2,-0.7,0.0,1.4,2.9,1.2,-5.2,11.5
CCOc1cc(C=O)cc(N=Nc2cccc([N+](=O)[O-])c2)c1O,-7.2,-4.1,2.2,-0.2,2.0,-4.6,2.3,0.4,3.6
COc1ccc(-n2c(SCC(=O)Nc3ccccc3)nnc2-c2ccc(NS(=O)(=O)c3ccc(C)cc3)cc2)cc1,51.7*,70.7*,4.8,-0.2,2.2,-3.2,2.9,1.1,3.9
CCOc1ccccc1NC(=O)CSc1nnnn1C1CCCC1,-1.6,-0.5,-1.1,0.1,-4.5,-16.2,2.4,-0.1,6.5
